HBB splice mod = qHTS Assay for Modulators of Hemoglobin Beta Chain Splicing | HBB splicing reporter cell assay, activation; EGFP reporter with mutant IVS2-654 intron; response scale: normalised to 500 nM splice-correcting PNA | Potency, µM (top dose mostly 46.1 µM), inactives show at the highest dose activation, most hits filed as activators | 65,000 tested, 0.06% active; also: potency is read from the fitted curve at half-maximal effect; 0% is about no effect
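Compounds were applied for 2 days to HeLa EGFP-654 cells, 500/well in Optimem with 2% FCS. The reporter's EGFP is disrupted by mis-splicing of beta-globin intron IVS2-654. Readout: summed well GFP fluorescence from 488 nm laser scanning; reference was 500 nM antisense […] 654 PNA.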
TexasRed autofl = qHTS Assay for Spectroscopic Profiling in Texas Red Spectral Region; Compound fluorescence, Texas Red channel, 547/618 nm; stronger effect = higher value; max dye-equivalent concentration, M; 59,000 tested, 0.06% active; in the data active = max dye-equivalent concentration above about 10 nM; inconclusive = between about 1.1 nM and that limit
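Compound titrations in 100 mM Tris pH 8.0 were incubated 15 min at room temperature and read at 547 nm excitation / 618 nm emission. Texas Red six-point standard curve on each plate converted fluorescence to dye-equivalent concentration.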
Epigenetic mod = qHTS Assay for Epigenetic Modulators. mouse C127i GFP locus derepression, cytometry, 30 h. Potency, µM (titrated, usually from 46.1 µM), inactives show at the highest dose GFP derepression (activation). 68,000 tested, 0.09% active; also: % of control where 0% means no effect
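Locus derepression in mouse mammary C127i cells whose integrated CMV-GFP reporter is normally silent; GFP expression after 30 h compound treatment was quantified by counting fluorescent cells.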
Fluorescein autfl = qHTS Assay for Spectroscopic Profiling in Fluorescein Spectral Region | Compound autofluorescence, 480/540 nm, fluorescein-equivalent; stronger effect = higher value | max fluorescein-equivalent concentration, M | 59,000 tested, 0.91% active | AID 593, 2007; in the data active = max fluorescein-equivalent concentration above about 10 nM; inconclusive = between about 1.1 nM and that limit
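In this qHTS profile, compound fluorescence was measured with a 480 nm/540 nm filter pair following a 15-min room-temperature incubation in 100 mM Tris (pH 8.0). A six-point fluorescein series on each plate served for normalization.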
Rhodamine fluor = qHTS Assay for Spectroscopic Profiling in Rhodamine Spectral Region. Rhodamine-region fluorescence, 547/598 nm, Tris buffer; stronger effect = higher value. max dye-equivalent concentration, M. 59,000 tested, 0.05% active. AID 594, 2007; in the data active = max dye-equivalent concentration above about 11 nM; inconclusive = between about 1.1 nM and that limit
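Steps: pin-transfer compounds into pH 8.0 Tris (100 mM), hold 15 min at room temperature, image with a 547/598 nm filter pair, and convert intensities to rhodamine-equivalent concentration using a six-point on-plate rhodamine series.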
4-MU autofl = qHTS Assay for Spectroscopic Profiling in 4-MU Spectral Region. compound autofluorescence, 340/450 nm, 4-MU equivalents; stronger effect = higher value. max dye-equivalent concentration, M. 59,000 tested, 11% active. AID 589, 2007; in the data active = max dye-equivalent concentration above about 10 nM; inconclusive = mostly about 1.1 nM to 9.6 nM
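Intrinsic fluorescence at 340/450 nm (ex/em) was read after 15 min at room temperature in pH 8.0, 100 mM Tris. Each compound concentration expressed as 4-MU-equivalent concentration from a six-point 4-MU standard series on each plate.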
UbGFP stabilizer = Ubiquitin-GFP Assay. Ubiquitin-GFP reporter cells, proteasome inhibition, GFP fluorescence; response scale: untreated = 0%, 10 µM MG-132 = 100%. Potency, µM (doses to about 45.9 µM), for the others: at the highest dose activation (GFP accumulation), most hits filed as activators. 67,000 tested, under 10 active; active = well fitted activation curve with a large enough effect, not every such curve was filed as active; inconclusive = small, poorly fitted or top-dose-only effect, or another doubt; inactive = no such curve, though single readings can be large or run the other way; also: potency is read from the fitted curve at half-maximal effect
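U2OS cells expressing ubiquitin(G76V)-GFP, seeded overnight in 0.5% FBS medium, then treated 4 hr at 37 C across 46 uM to 2.9 nM. GFP-positive cells counted by laser cytometry (488 ex/515 em); %activity scaled between basal and 10 uM MG-132.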
Pol III holo inh = qHTS Assay for Inhibitors of DNA Polymerase III Holoenzyme System; reconstituted DNA polymerase III holoenzyme replication, biochemical; Potency, µM (top dose mostly 57.1 µM), for inactives: top-dose activity change, negative = inhibition; 71,000 tested, 0.25% active; also: potency is read from the fitted curve at half-maximal effect; % is scaled to controls: 0 for no effect and ±100 for the full control effect
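Reconstituted *E. coli* holoenzyme (0.35 nM Pol III, 1 nM beta, 154 nM SSB, 2 nM primase) was preincubated with compound for 15 min at RT. Synthesis on 1.4 nM ssM13Gori ran 35 min, then was stopped with PicoGreen/EDTA and read as dsDNA fluorescence.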
Hsp90 Hop PPI = qHTS Assay for Disrupters of an Hsp90 Co-Chaperone Interaction; AlphaScreen TPR2A-His6 binding biotin-Hsp90 C-terminal peptide; Potency, µM (top dose mostly 57 µM), for the others: at the highest dose activity change, negative = inhibition; 71,000 tested, 0.44% active; AID 595, 2007; active = well fitted curve in either direction with a large enough effect; inconclusive = small, poorly fitted or top-dose-only effect, or another doubt; also: potency is read from the fitted curve at half-maximal effect; % is scaled to controls: 0 for no effect and ±100 for the full control effect; many of its hits are not listed in these tables
ALOX15 inhib = qHTS Assay for Inhibitors of 15-hLO (15-human lipoxygenase) | purified 15hLO-1, xylenol orange hydroperoxide absorbance | Potency, µM (titrated, usually from 57.1 µM), without a hit: at the top dose activity change, negative = inhibition, usual class: inhibitors | 74,000 tested, 1.4% active | AID 887, 2007; also: potency is read from the fitted curve at half-maximal effect; % is scaled to controls: 0 for no effect and ±100 for the full control effect; nearly all actives have a fitted effect of over 55% in size
Target sequence (P16050 whole entry, looked up): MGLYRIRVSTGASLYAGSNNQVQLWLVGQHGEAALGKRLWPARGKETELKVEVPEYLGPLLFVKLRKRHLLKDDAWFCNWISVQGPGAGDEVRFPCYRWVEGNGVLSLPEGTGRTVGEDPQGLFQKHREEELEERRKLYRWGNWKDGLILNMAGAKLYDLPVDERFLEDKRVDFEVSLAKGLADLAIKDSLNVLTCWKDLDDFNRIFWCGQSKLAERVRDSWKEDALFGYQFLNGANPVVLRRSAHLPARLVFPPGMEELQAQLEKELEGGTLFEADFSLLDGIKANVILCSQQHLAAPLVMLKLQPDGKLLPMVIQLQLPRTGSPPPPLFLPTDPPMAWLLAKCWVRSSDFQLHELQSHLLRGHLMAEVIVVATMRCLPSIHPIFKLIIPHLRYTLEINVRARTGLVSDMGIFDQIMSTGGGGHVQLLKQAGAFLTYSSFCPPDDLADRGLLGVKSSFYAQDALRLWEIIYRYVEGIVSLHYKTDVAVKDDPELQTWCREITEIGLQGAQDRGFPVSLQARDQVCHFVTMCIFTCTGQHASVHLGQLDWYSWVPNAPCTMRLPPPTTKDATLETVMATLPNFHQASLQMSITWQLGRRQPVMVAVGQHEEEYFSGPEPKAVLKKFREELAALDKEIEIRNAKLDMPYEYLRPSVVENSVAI
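40 nM 15hLO-1 + cpd, 15 min RT; start w/ 50 uM AA (final), 6 min RT; stop/detect w/ 200 uM XO + 300 uM Fe(II) in 50 mM H2SO4, 30 min; A573/A405. Buffer 25 mM Hepes pH 7.5, 0.01% Triton X-100. No-enzyme wells as negative control.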
HADH2 inh = qHTS Assay for Inhibitors of HADH2 (Hydroxyacyl-Coenzyme A Dehydrogenase, Type II); 3-hydroxyacyl-CoA dehydrogenase type-2 (Homo sapiens), Q99714; recombinant HADH2, NADH fluorescence, beta-hydroxybutyryl-CoA; Potency, µM (doses to about 57.1 µM), inactives show at the top dose activity change, negative = inhibition, actives largely listed as inhibitors; 73,000 tested, 3.4% active; AID 886, 2007; also: potency is read from the fitted curve at half-maximal effect; % is scaled to controls: 0 for no effect and ±100 for the full control effect; nearly all actives have a fitted effect of over 60% in size; many of its hits are not listed in these tables
Target sequence (Q99714 whole entry, looked up, one chain of several): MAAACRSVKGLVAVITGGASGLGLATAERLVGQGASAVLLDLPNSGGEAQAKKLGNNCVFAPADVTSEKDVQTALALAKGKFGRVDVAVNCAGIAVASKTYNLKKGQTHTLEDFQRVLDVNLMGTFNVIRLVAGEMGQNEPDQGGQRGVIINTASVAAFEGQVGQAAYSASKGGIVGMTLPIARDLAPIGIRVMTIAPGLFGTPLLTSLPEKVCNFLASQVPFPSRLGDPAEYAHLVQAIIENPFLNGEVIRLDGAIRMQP
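E. coli-expressed His-tagged HADH2 tested at 20 nM in alkaline Tris buffer (pH 9.0); oxidation of 90 uM beta-hydroxybutyryl-CoA with 1 mM NAD+ tracked fluorimetrically for 4 min.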
* hit, by the source's call; i = inactive; ? = inconclusive; · = no result given; & = joins results of further samples; [ ] = dose if it differs, or a comment. Unless noted, calls follow the shape of the dose curve; as a rule, active = well fitted curve in the direction sought with a large enough effect; inconclusive = small, poorly fitted or top-dose-only effect, or another doubt; inactive = no such curve, though single readings can be large; an effect the other way counts as inactive or inconclusive.

smiles	Rhodamine fluor	HADH2 inh	HBB splice mod	TexasRed autofl	UbGFP stabilizer	ALOX15 inhib	Hsp90 Hop PPI	4-MU autofl	Fluorescein autfl	Pol III holo inh	Epigenetic mod
c1cc(CNc2ccc3c(c2)OCO3)ccn1	i	?	0.1%[57.5 µM]	i	-2.0%	-22.0%	-2.0%	2.02e-08M*	i	-3.6%	0.0%
CC(=O)c1ccc(O)c(CO)c1	i	·	·	i	·	·	·	i	i	·	-2.6%[20.6 µM]
Cc1cc(=O)n2c(c1C#N)SC1CCCCC12O (stereo unspecified)	i	-0.9%	-2.9%	i	-1.3%	-7.1%	-3.0%	i	?	2.7%	1.2%
CC(=O)Nc1c(C#N)c(C(C)(C)C)cn1C	i	4.5%	-1.2%	?	-2.5%	-0.9%	-3.6%	?	i	-0.5%	8.1%
CCOC(=O)Cc1csc(SCC(=O)Nc2sc3c(c2C(N)=O)CCC3)n1	i	?	0.0%[57.5 µM]	i	-4.3%	?	-6.9%	i	i	-0.7%	3.1%
CCOC(=O)CNC(=O)COc1ccc(Cl)cc1Br	i	4.8%	1.7%	?	2.3%	1.7%	1.7%	i	?	-5.5%	0.0%
Nc1nc(-c2ccco2)nn1C(=O)c1cccnc1	i	?	0.8%	i	-3.6%	-1.8%	-4.4%	i	i	-3.3%	4.3%
Cc1ccc(S(=O)(=O)CCC(=O)OCC(=O)N2CC(=O)Nc3ccccc32)cc1	i	7.4%	1.4%	i	-5.5%	0.1%	-2.5%	i	i	-5.5%	-1.2%
CCC(C)[C@H](NC(=O)NC1CCCc2ccccc21)C(=O)O (stereo partly specified)	i	-5.5%	8.6%[0.369 µM]	i	-0.9%	-6.5%	-3.8%	i	i	-4.1%	1.6%
CCOc1ccc(S(=O)(=O)N(CC(=O)Nc2cc(C)on2)Cc2ccccc2Cl)cc1	i	2.5%	-0.7%	i	3.6%	-17.6%	0.0%	i	i	-4.2%	0.0%
Cc1ccc(Cl)cc1NC(=O)Cn1cccc1	i	2.8%	-0.1%	i	1.4%	-0.4%	-8.0%	i	i	-2.8%	-2.2%
CN(C)S(=O)(=O)c1ccc(N2CCOCC2)nc1	i	25.1µM*	-0.4%	i	-2.9%	-2.6%	-2.7%	2.25e-08M*	i	3.0%	2.6%
CCCC(=O)Nc1ccccc1-c1nnn(CC(=O)Nc2ccc(OCC)cc2)n1	i	11.1%	-2.4%	i	0.8%	-20.4%	-2.4%	i	?	-6.5%	-1.3%
Cc1cccc(N(C)S(=O)(=O)c2ccc3c(c2)CCC(=O)N3)c1	i	13.2%	-0.7%	i	-4.3%	-5.7%	-5.1%	i	i	-2.2%	-2.4%
CCN(CC)CCSc1nc(O)c(-c2ccccc2)c(=O)[nH]1	i	-4.7%	·	i	-3.9%	10.6%	-0.6%	i	i	9.1%	-2.3%
CCOC(=O)c1c(NC(=O)c2cccs2)sc2c1CCN(C(=O)OCC)C2	·	0.1%	1.2%	·	12.0%	-8.9%	?	·	·	4.8%	-1.8%
CCOc1ccc(N(CC(=O)O)S(=O)(=O)c2ccc(F)cc2)cc1	i	14.3%	-1.6%	i	-5.0%	-2.8%	0.9%	i	i	-2.3%	0.0%
O=C(OCCN1CCCCC1)c1c[nH]c2ccccc12	i	6.7%&-17.7%	1.3%	?	7.4%&8.1%	-2.9%[25.6 µM]	-0.7%&-2.7%	i	?	-9.6%&-7.2%	0.5%&-0.1%
CCC1=Nc2ccccc2NC2=C1C(=O)CCC2	i	·	·	i	·	·	·	?	i	·	-4.8%[20.6 µM]
CCN1CCCC1CNc1ncnc2c1[nH]c1ccc(Cl)cc12 (stereo unspecified)	i	3.1%	-3.3%[0.369 µM]	?	-6.9%	-1.9%	-9.3%	1.04e-08M*	i	-9.4%	0.0%
CC1(C)CC(=O)C(C=NCCN2CCOCC2)=C(O)C1	·	5.5%	-1.3%[9.22 µM]	·	2.5%	4.5%	2.0%	·	·	4.2%	6.5%
O=C(CN1CCN(S(=O)(=O)c2ccc(F)cc2)CC1)Nc1ccc2c(c1)OCCO2	i	-5.8%	-0.5%	i	9.6%	-14.3%	-3.5%	i	?	0.3%	-2.8%
C=CCNc1nc(-c2cccc(OC)c2O)nc2ccccc12	i	·	·	i	·	·	·	i	i	·	0.0%[20.6 µM]
O=C(CN1C(=O)CSc2ccccc21)NC1CCCC1	i	-2.4%	-1.5%[57.5 µM]	i	-4.3%	8.1%	0.1%	i	i	-5.0%	0.0%
COc1ccc(-n2c(SCC(=O)Nc3ccc(C(=O)O)cc3)nnc2-c2cccs2)cc1	i	-23.3%	4.8%	i	0.0%	-15.3%	?	i	i	-10.2%	-2.6%
CN(CC(=O)N1CCCCCC1)S(=O)(=O)c1cccc2cccnc12	·	-11.1%	-0.3%	·	-9.4%	9.9%	-2.0%	·	·	-4.8%	4.7%
CCNC(=O)CN(C1CCCCC1)S(=O)(=O)c1ccc(F)cc1	·	10.9%	-0.2%[9.22 µM]	·	12.0%	1.8%	1.8%	·	·	-0.7%	2.2%
C=C(C)CC1Nc2ccccc2NC1CC(=C)C (stereo unspecified)	i	-7.7%	-0.2%	i	-3.7%	20µM*	?	i	i	-3.6%	5.9%
CN(C)CCOCCP(=O)(c1ccccc1)c1ccccc1	·	-0.4%	-0.7%[9.22 µM]	·	2.9%	-3.3%	-0.9%	·	·	-1.2%	0.0%
COc1ccccc1-c1ccc2ncnc(NCc3ccccc3)c2c1	i	?	-1.6%	i	-0.2%	9.8%	-0.4%	i	?	8.3%	-5.8%[9.22 µM]
CCOCCOC(=O)C1=C(C)Nc2ccc(C)cc2S1	i	?	2.5%	i	-2.8%	?	-23.3%	i	?	0.5%	-29.2%
COc1cccc2c3c(c(C)nc12)CC(C)O3 (stereo unspecified)	i	20µM*	-0.4%	?	-9.8%	5.9%	-1.3%	7.32e-08M*	i	-8.7%	-2.7%
O=c1c2ccccc2nc2n1CCN2	·	?	-0.9%[9.22 µM]	·	-1.3%	5.4%	1.1%	·	·	-0.1%	-2.2%
O=C(CCN1C(=O)c2ccccc2C1=O)OCN1C(=O)c2ccccc2C1=O	i	·	·	i	·	·	·	i	i	·	-0.5%[20.6 µM]
CCOCCCNC(=O)C(c1ccc(Cl)cc1)N1CCC2(CC1)OCCO2 (stereo unspecified)	i	3.0%	-0.1%	i	4.8%	-1.2%	-2.2%	i	i	-0.6%	-1.1%
CCN(C(=O)CSc1nc2cc(C(=O)OC)ccc2c(=O)n1Cc1ccco1)c1cccc(C)c1	i	-16.3%	2.5%	i	11.6%	-0.9%	1.5%	?	i	-6.7%	1.6%
Cc1ccc(S(=O)(=O)N(CC(=O)N2CCC(C(N)=O)CC2)c2cccc(C(F)(F)F)c2)cc1	·	7.9%	2.1%	·	29.4%	4.8%	-1.9%	·	·	-1.9%	-2.0%
Cc1cc2c(c(C)nn2-c2ccccc2)c(=O)o1	i	6.9%	·	i	-3.1%	2.3%	-0.2%	i	i	1.9%	1.0%
Nc1ccc(-c2ccc(N)cc2C(F)(F)F)c(C(F)(F)F)c1	i	6.6%	2.7%	i	-8.6%	-29.8%	-2.5%	i	?	2.1%	-1.2%
CCOc1cc(NC(=O)C2CC2)c(OCC)cc1NC(=O)c1cccnc1	i	1.4%	·	i	-6.5%	10.7%	-0.2%	?	i	-3.0%	0.0%
C/C(Cl)=C\Cn1c(Nc2ccccc2)nc2c1c(=O)n(C)c(=O)n2C	i	7.1%	·	i	7.9%	-15.4%	-8.7%	i	i	-3.8%	-1.2%
O=C1/C(=C/Nc2ccc3c(c2)OCO3)CCc2ccccc21	·	?	-2.4%	·	-3.4%	?	5.6%	·	·	6.3%	3.4%
Cc1nn2cc(-c3ccc(Cl)cc3)nc2s1	i	-3.6%	-6.3%	?	3.1%	-27.4%	-0.3%	i	?	-1.7%	-3.5%
c1ccc2c(Cn3ccnc3)c[nH]c2c1	·	-25.0%[11.4 µM]	-3.7%[0.0738 µM]	·	-0.8%[9.17 µM]	2.6%[11.4 µM]	-6.8%[11 µM]	·	·	-3.0%[11.4 µM]	0.0%

This is a subset; rates above refer to the full screens.
